TAAR1 ag: human TAAR1 agonism | Q96RJ0 | CHO RD-HGA16 TAAR1, Fluo-8 calcium fluorescence; vehicle wells 0%, saturating PEA agonist 100% | activation, % at 3 µM | actives 0.99% (n = 360,000);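 active = activation above the mean activation of all test compounds in the run plus 3 SD, cut at about 38% in these data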
Target sequence (Q96RJ0 whole entry, looked up): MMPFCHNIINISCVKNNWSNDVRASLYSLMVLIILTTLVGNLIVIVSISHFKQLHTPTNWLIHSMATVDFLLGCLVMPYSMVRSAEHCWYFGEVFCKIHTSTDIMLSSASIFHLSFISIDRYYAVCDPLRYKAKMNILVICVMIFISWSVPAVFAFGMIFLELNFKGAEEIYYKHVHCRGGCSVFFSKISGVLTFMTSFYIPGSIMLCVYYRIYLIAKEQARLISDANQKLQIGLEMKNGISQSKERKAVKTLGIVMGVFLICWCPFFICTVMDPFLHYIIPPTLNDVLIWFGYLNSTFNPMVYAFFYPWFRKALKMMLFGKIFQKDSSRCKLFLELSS
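System: CHO-derived RD-HGA16 cells with stable Gα16 and human TAAR1 / Times: 17-24 h plating, Fluo-8 75 min 37 °C, 30 min RT / Technique: calcium-sensitive Fluo-8 signal, excitation 470-495, emission 515-575 nm / Measure: % activation relative to PEA EC100 response / Benchmarks: DMSO and PEA EC100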
M1 ag: agonists of human M1 muscarinic receptor; actives 0.33% (n = 360,000); activation, % at 3 µM; CHO-K1 hM1, Fluo-8 calcium fluorescence, agonist mode; 0% DMSO, 100% acetylcholine EC100; P11229;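 active = activation above the run's mean compound activation plus 3 SD, cut at about 16% in these data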;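 note: peak over basal fluorescence ratio within a 140 s kinetic read after compound addition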
TAAR1 antag: antagonists of human TAAR1; AID 624466; Q96RJ0; actives 1.5% (n = 360,000); CHO RD-HGA16 TAAR1, Fluo-8 calcium fluorescence, antagonist; inhibition, % at 3 µM;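 active = inhibition above a per-plate cutoff, the mean inhibition of test compounds on that plate plus 3 SD, cut at about 49% in these data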;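 note: 0% = DMSO plus EC80 beta-PEA response and 100% = DMSO alone without agonist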
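test system = CHO RD-HGA16 cells bearing hTAAR1 | replication = singlicate | controls = DMSO-only wells and EC80 β-PEA-stimulated wells | reagent = EC80 β-phenethylamine stimulus | read-out basis = percent inhibition of PEA-evoked calcium signal, max/basal emission ratio | schedule = seeding 17-24 h prior, 75-min 37 °C, 30-min RT dye loading | signal = kinetic Fluo-8 calcium fluorescence measurement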
CHO-K1 Ca antag: counter-screen for M1 antagonists: effect in parental CHO-K1 cells; ATP-induced calcium, Fluo-8 fluorescence; inhibition, % at 3 µM; actives 0.6% (n = 360,000); AID 602250;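 active = inhibition above a per-plate cutoff, the plate's mean sample inhibition plus 3 SD, cut at about 24% in these data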;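 note: 0% = DMSO plus EC80 ATP and 100% = DMSO alone without ATP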
V1R ag counter: counter-screen for oxytocin receptor agonists: human V1a receptor agonists; CHO-V1R cells, Fluo-8 calcium fluorescence, agonist mode; 0% DMSO, 100% 3 nM vasopressin; activation, % at 3 µM; actives 0.25% (n = 320,000);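 active = activation above the mean activation of all tested compounds plus 3 SD, per screening run, cut at about 20% in these data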;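 note: signal is peak over basal fluorescence ratio across a 100 second FLIPR read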
Target sequence (P37288 whole entry, looked up): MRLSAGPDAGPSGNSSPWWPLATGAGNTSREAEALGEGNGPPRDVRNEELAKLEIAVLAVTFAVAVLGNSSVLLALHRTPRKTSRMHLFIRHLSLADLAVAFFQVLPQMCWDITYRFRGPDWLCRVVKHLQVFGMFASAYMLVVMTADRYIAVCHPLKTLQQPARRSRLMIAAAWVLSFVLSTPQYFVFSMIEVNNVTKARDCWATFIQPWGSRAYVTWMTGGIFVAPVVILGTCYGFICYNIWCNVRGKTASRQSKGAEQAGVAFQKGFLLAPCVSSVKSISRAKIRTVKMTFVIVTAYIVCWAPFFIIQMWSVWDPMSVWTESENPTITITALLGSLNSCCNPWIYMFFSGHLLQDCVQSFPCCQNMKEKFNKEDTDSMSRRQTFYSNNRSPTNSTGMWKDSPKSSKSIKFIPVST
CHO-K1 Ca PAM: counter-screen for M1 PAMs: effect in parental CHO-K1 cells; ATP EC20, Fluo-8 calcium fluorescence; 0% at ATP EC20, 100% at ATP max; activation, % at 3 µM; actives 0.02% (n = 360,000);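 active = activation above the run cutoff, the mean activation of all test compounds plus 3 SD, cut at about 40% in these data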;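 note: peak over basal fluorescence ratio in a 140 s read after ATP addition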
M1 ag parental: counter-screen for M1 agonists: effect in parental CHO-K1 cells. activation, % at 3 µM. Fluo-8 calcium fluorescence; scaled to maximal ATP response, vehicle zero. actives 0.48% (n = 360,000). AID 602248; in the data active = activation above about 15%;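 note: untransfected CHO-K1 host cells lacking M1 receptor as counterscreen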
OXTR potentiate: potentiates the human oxytocin receptor response; CHO-OTR cells, Fluo-8 calcium fluorescence, potentiator mode; 0% = oxytocin EC15, 100% = EC100; actives 0.061% (n = 320,000); activation, % at 3 µM; AID 2445; P30559;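 active = activation above that plate's cutoff, the mean activation of tested compounds plus 3 SD, cut at about 6.6% in these data, passing the limit was not always enough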;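 note: 100% uses oxytocin at 75 nM as the full agonist control; some results filed as inactive read as strong as hits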
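assay system = CHO-OTR cells, human receptor | schedule = compound 6 min at room temperature before oxytocin, 100 s read | detection = Fluo-8 intracellular calcium fluorescence, ex 470-495, em 515-575 nm | evaluation = normalized max/min fluorescence ratio, % activation | control set = EC15 oxytocin alone as 0%, 75 nM oxytocin (EC100) as 100%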
CHO parental Ca: signal in parental CHO cells, OX1R antagonist counter-screen; parental CHO-K1, ATP-induced calcium, Fluo-8 fluorescence; inhibition, % at 5.6 µM; actives 0.63% (n = 330,000);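 active = inhibition above that plate's mean sample inhibition plus 3 SD, cut at about 26% in these data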;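 note: 0% = ATP-challenged DMSO wells and 100% = DMSO wells without ATP; some compounds past the cut are filed as inactive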
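test system = CHO parental line | reagent = ATP stimulus | measured by = intracellular calcium via Fluo-8 no-wash fluorescent dye | control set = ATP and no-ATP DMSO wells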
Active calls of the source: *; x = not tested or not shown.

| Molecule | TAAR1 antag | OXTR potentiate | CHO parental Ca | CHO-K1 Ca PAM | TAAR1 ag | V1R ag counter | M1 ag | CHO-K1 Ca antag | M1 ag parental |
| --- | --- | --- | --- | --- | --- | --- | --- | --- | --- |
| COc1cc(NC(=O)[C@H](C)NC(=O)N2CCn3c2nc2ccccc23)cc(OC)c1 | 39 | -6 | -12 | -8 | 10 | 6.7 | -2 | 12 | 5.0 |
| c1coc(CN2CNc3nc4ccccc4n3C2)c1 | 0 | -4 | -5 | 1 | 3 | 0.8 | 1 | 2 | 3.4 |
| CC(C)(C)NC(=S)N/N=C/c1cc(Br)c(O)c(Br)c1 | -3 | -18 | -31 | 1 | 13 | 5.2 | 2 | 3 | 7.0 |
| O=C(/C=C/c1cccc(F)c1)c1ccc(N2CCOCC2)cc1 | 15 | -15 | 0 | 5 | 2 | 6.9 | 0 | 5 | 11 |
| COc1ccccc1-c1cc(-c2cc(Cl)ccc2O)n[nH]1 | 11 | 0 | -6 | 22 | 7 | 0.1 | -4 | -12 | 0.9 |
| O=C(Nc1ccccc1)Nc1ccc2ccccc2c1 | 30 | -5 | 27 | -11 | 7 | 9.8 | 2 | 6 | 14 |
| CC(C)C(NC(=O)OCc1ccccc1)C(=O)OCC(=O)N1CCCCC1 (configuration not stated) | -12 | 1 | -12 | 14 | 6 | 1.3 | -4 | -11 | 1.1 |
| COc1ccc(S(=O)(=O)N2CCC(C)CC2)cc1Br | 5 | -14 | -12 | 13 | 16 | -0.6 | -3 | 2 | 0.1 |
| COc1cccc(S(=O)(=O)Nc2ccc(C(=O)N3CCCCCC3)cc2)c1 | 13 | -8 | -7 | 32 | 8 | 4.9 | -12 | -10 | 3.4 |
| CCCN(C(=O)Cc1coc2cc(C)c(C)cc12)c1c(N)n(Cc2ccccc2)c(=O)[nH]c1=O | -10 | -12 | -20 | -6 | 1 | -0.4 | -2 | 2 | 0.1 |
| N#Cc1ccc(NC(=O)c2nc(-c3ccccc3)n(-c3ccccc3)n2)cc1 | 5 | 1 | -9 | 14 | 2 | 0.1 | -4 | -16 | -0.1 |
| CCN(C(=O)CSc1nnc(-c2ccc(OC)cc2)n1C(C)C)C1CCS(=O)(=O)C1 (configuration not stated) | -20 | -1 | -12 | 8 | 1 | 2.5 | -1 | -17 | 0.9 |
| COc1cc(CC(=O)Nc2ccc3nc(C)sc3c2)cc(OC)c1OC | -10 | -2 | -6 | 11 | 14 | 1.0 | -7 | -1 | 0.2 |
| Cc1ccc(C(C(=O)NC2CCCC2)N(C(=O)c2csnn2)C2CCCC2)o1 (configuration not stated) | 4 | -7 | -17 | 21 | 2 | -1.1 | -5 | -5 | 0.7 |
| CCN1CCN(c2oc(/C=C/c3ccccc3)nc2C#N)CC1 | -46 | -9 | -22 | -13 | 0 | -0.9 | -6 | 10 | -0.3 |
| CC(Oc1ccc(Cl)cc1)C(=O)OCC(=O)Nc1ncc(Cl)cc1Cl (configuration not stated) | 20 | -16 | -10 | 14 | 74* | 19 | 8 | -8 | 11 |
| CN(CC(=O)Nc1ccc(Cl)cc1)CC(=O)Nc1cccc(Br)c1 | 7 | -3 | -20 | 5 | 0 | 2.6 | -6 | -6 | 2.0 |
| O=C1CC2(CCCCCC2)Oc2ccc(Cl)cc21 | 5 | 2 | -10 | 9 | 13 | 0.6 | -4 | -20 | 0.4 |
| Cc1cc2cc3c(cc2nc1SCC(=O)O)OCCO3 | -3 | -4 | 2 | -3 | 1 | 0.1 | -4 | 2 | 0.0 |
| O=C(Cc1ccc(Cl)cc1)Oc1cccc2cccnc12 | x | -2 | -2 | 23 | x | 0.8 | 1 | -10 | 0.1 |

An excerpt from above with just M1 ag:
SMILES	M1 ag
CCN(C(=O)CSc1nnc(-c2ccc(OC)cc2)n1C(C)C)C1CCS(=O)(=O)C1 (configuration not stated)	-1
COc1cc(CC(=O)Nc2ccc3nc(C)sc3c2)cc(OC)c1OC	-7

Continued:
| Molecule | TAAR1 antag | OXTR potentiate | CHO parental Ca | CHO-K1 Ca PAM | TAAR1 ag | V1R ag counter | M1 ag | CHO-K1 Ca antag | M1 ag parental |
| --- | --- | --- | --- | --- | --- | --- | --- | --- | --- |
| COc1ccc(-n2c(N)c(C(=O)NCc3ccco3)c3nc4ccccc4nc32)cc1OC | 6 | 0 | 1 | 9 | 9 | 0.8 | -3 | -1 | 0.4 |
| COc1cc(C(=O)NCc2nnc(SCC(=O)N3CCCc4ccccc43)o2)cc(OC)c1OC | -4 | -11 | -17 | 12 | 1 | 0.1 | -6 | -3 | -0.1 |
| O=C(c1ccco1)N1CCN(S(=O)(=O)c2ccc(F)cc2)CC1 | 1 | -17 | -6 | 11 | 1 | -0.4 | -2 | -10 | 0.2 |
| O=C(NCCNCCO)C1(C(F)(F)F)C/C(=C\Cc2ccccc2)CCCO1 (configuration not stated) | 1 | 2 | -22 | 6 | 12 | 0.1 | -3 | -7 | 0.6 |
| O=c1c(CN2CCN(c3ccccn3)CC2)coc2ccccc12 | 11 | -4 | -1 | 12 | -1 | 11 | -10 | -4 | 0.6 |
| COC(=O)c1cc(=O)c2cccc(OC)c2[nH]1 | -18 | 5 | 4 | 6 | 1 | 0.4 | -1 | -4 | 2.2 |
| c1ccc(CCNc2ncnc3scc(C4COc5ccccc5O4)c23)cc1 (configuration not stated) | 71* | -3 | 51* | 12 | 18 | 0.1 | -3 | 4 | 1.3 |
| Cc1cccc(OCc2nnc(SCC(=O)Nc3ccc(C)c(Cl)c3)o2)c1 | 15 | -8 | -8 | 5 | 3 | 2.4 | -3 | -21 | 0.7 |
| COc1cc2nc(SCc3ccc(C(F)(F)F)cc3)n(Cc3cccs3)c(=N)c2cc1OC | 5 | -6 | -8 | -2 | 7 | 0.7 | -3 | 3 | -0.1 |
| O=C(NNc1nc(-c2ccccc2)cs1)c1ccc(F)cc1 | -5 | -5 | 0 | 20 | 1 | -0.8 | -4 | -11 | 0.8 |
| NC(=S)N/N=C1\CCSc2ccc(Cl)cc21 | -2 | -7 | -4 | 12 | 3 | 2.5 | -1 | -12 | 3.0 |
| COc1cccc(-c2nc3c(c(=O)[nH]c(=O)n3Cc3ccccc3)n2CCO)c1OC(F)F | -13 | -9 | -24 | -17 | 12 | 0.6 | 1 | 10 | 1.0 |
| O=C(COc1ccccc1)Nc1ccc(S(=O)(=O)N2CCCC2)cc1 | -12 | -5 | -2 | 10 | 3 | 1.3 | -7 | -6 | 1.8 |
| CCOC(=O)C1CCN(C(=O)c2ccc(OCC)c(OCC)c2)CC1 | 0 | -10 | -14 | 0 | 4 | 0.8 | -3 | 1 | 0.6 |
| CCC(=O)Nc1cccc(C2=NOC3(C2)C[C@@H](C(N)=O)N(C(=O)COc2ccc(Cl)cc2)C3)c1 (some centres not stated) | -6 | 4 | -15 | -9 | 8 | 1.1 | -7 | -2 | 0.1 |
| CN(C(=O)CSc1ccc(S(=O)(=O)N2CCCCC2)cn1)c1ccccc1 | 3 | -6 | -11 | 14 | 2 | 1.4 | -3 | 5 | 0.5 |
| NC(Cc1ccc(Cl)cc1)c1csc(Nc2ccc(-c3ccccc3)nn2)n1 (configuration not stated) | 49* | x | x | 20 | 63* | x | 12 | 8 | 13 |
| COc1ccc(CN2C(=O)COc3ccccc32)cc1 | -11 | 0 | -18 | -5 | 6 | -0.3 | -5 | -6 | -0.2 |
| O=c1[nH]c(NCCO)nc2c1C1(CCCCC1)Cc1ccccc1-2 | -11 | -19 | 81* | 8 | 32 | 4.4 | 1 | -7 | 0.2 |
| O=C(Nc1cc(S(=O)(=O)N2CCOCC2)ccc1O)c1ccc2c(c1)S(=O)(=O)c1ccccc1C2=O | -9 | 4 | -18 | -3 | 11 | 0.7 | -6 | 8 | -0.6 |
| Cc1ccc(CNC(=O)C(=O)NCC2OCCN2C(=O)c2ccc(Cl)cc2)cc1 (configuration not stated) | -3 | -4 | -16 | 3 | 1 | -0.7 | -5 | -5 | -0.2 |
| O=C(Nc1ccncc1)C1COc2ccccc2O1 (configuration not stated) | 13 | -10 | -3 | 10 | 5 | 4.1 | -1 | -2 | 3.1 |
| Cc1ccc2cc(C(c3nnnn3Cc3ccccc3)N3CCc4ccccc43)c(=O)[nH]c2c1 (configuration not stated) | 21 | -4 | -32 | 13 | 18 | 0.1 | -3 | -6 | 0.8 |
| O=C(N/N=C/c1cc2c(cc1Cl)OCO2)c1cccc(Br)c1 | -22 | -4 | 7 | 6 | -2 | -0.3 | -2 | -5 | 1.8 |
| O=C(CSc1nc2cc(Cl)ccc2o1)N1CCOCC1 | -13 | -7 | -14 | 14 | 14 | 1.5 | 4 | 1 | 0.2 |
| COc1ccccc1CN1C(=NC(=O)CCC2CCCC2)SC2CS(=O)(=O)CC21 (configuration not stated) | 2 | -6 | -8 | 5 | 5 | 1.2 | 0 | 0 | 5.3 |
| CN(CC(=O)O)C(=O)c1ccccc1 | 15 | -7 | -3 | 11 | 0 | 0.6 | -1 | -2 | -0.1 |
| COC1=CC(=O)OC12CCCCC2 | -3 | 0 | -1 | 18 | 10 | 1.2 | -5 | -4 | 0.5 |
| C(=N\Nc1ccc2ccccc2n1)/c1ccc2c(c1)OCO2 | -20 | -7 | -14 | -5 | -1 | 0.5 | -4 | -3 | 0.1 |
| Cc1ccc(C(C)NC(=S)NC2CCCCC2)cc1C (configuration not stated) | -21 | x | x | 1 | 2 | x | -4 | 4 | 1.2 |
| COc1ccc(/C=N/N2CCOCC2)cc1OCc1ccccc1 | -4 | -4 | -3 | 16 | 5 | 0.1 | -6 | 3 | 0.1 |
| CN(c1ccccc1)c1nc(N)c(C#N)c(CC#N)c1C#N | 8 | 1 | -6 | -7 | 2 | 0.7 | 1 | 7 | 0.7 |
| CCOc1ccccc1N1CC(C(=O)Nc2c(C)n(C)n(-c3ccccc3)c2=O)CC1=O (configuration not stated) | 2 | 6 | -3 | 3 | 5 | -1.3 | -7 | 6 | 0.0 |
| COC(=O)c1cn(NC(=O)C2COc3ccccc3O2)c(=O)c2ccccc12 (configuration not stated) | 8 | -13 | -38 | 14 | 9 | 0.4 | 1 | 9 | 0.2 |
| Cc1nc(-c2ccc3c(c2)CCC(=O)N3)cs1 | -22 | 0 | -5 | 4 | 0 | -0.1 | -4 | -6 | 4.2 |
| C=CCn1c(=O)c2c(nc3n2CC(C)CN3Cc2ccccc2)n(C)c1=O (configuration not stated) | -4 | -1 | -20 | 17 | -1 | -1.4 | -3 | 3 | 0.2 |
| CO/N=C\CC(=O)Nc1ccc(Oc2ccccc2)cc1 | 21 | -3 | -3 | 20 | 0 | 0.2 | -4 | -8 | 0.9 |
